SIRT5 block – sirtuin-5 (human) deacylase inhibition | Q9NXA8 | Purified SirT5, succinyl-peptide AMC, trypsin-coupled fluorescence | inhibition, % at 15 µM | actives 1.1% (n = 330,000) | AID 652115; in the data active = inhibition above about 15%; inconclusive = no clear call, values can overlap the other calls
Target sequence (Q9NXA8 whole entry, looked up): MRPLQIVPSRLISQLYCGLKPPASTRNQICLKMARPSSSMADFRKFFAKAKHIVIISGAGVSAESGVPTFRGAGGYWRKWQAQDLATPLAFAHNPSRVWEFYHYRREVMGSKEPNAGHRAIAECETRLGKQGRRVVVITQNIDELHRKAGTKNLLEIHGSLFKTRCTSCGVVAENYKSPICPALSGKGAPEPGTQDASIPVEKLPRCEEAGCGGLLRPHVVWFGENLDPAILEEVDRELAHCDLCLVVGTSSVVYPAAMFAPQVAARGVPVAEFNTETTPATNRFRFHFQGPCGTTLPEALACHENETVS
CASP6 VEID inh – caspase-6 (human) enzyme inhibition. AID 686996. actives 0.53% (n = 350,000). P55212. purified caspase-6, Z-VEID-R110 cleavage fluorescence. inhibition, % at 12.5 µM;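 active = mean inhibition across replicates at least about 35%, with every replicate also reaching that limit, limit read from the data; inconclusive = only one of the two criteria met; inactive = neither criterion met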;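 also: 0% = median of neutral control wells and 100% = no fluorescence left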
Target sequence (P55212 24-179 limits assumed): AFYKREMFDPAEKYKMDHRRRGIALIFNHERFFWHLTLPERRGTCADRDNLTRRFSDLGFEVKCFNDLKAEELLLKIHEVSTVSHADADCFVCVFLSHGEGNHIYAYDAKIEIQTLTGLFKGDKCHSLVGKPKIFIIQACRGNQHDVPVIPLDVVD
Target sequence (P55212 194-293 limits assumed): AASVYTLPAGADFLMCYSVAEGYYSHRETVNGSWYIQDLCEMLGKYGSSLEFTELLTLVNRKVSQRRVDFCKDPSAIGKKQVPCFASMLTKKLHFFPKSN
FN deposit inh – fibronectin deposition inhibition. AH1F fibroblasts, Alexa488-fibronectin deposition fluorescence, overnight. inhibition, % at 12.6 µM. actives 0.086% (n = 350,000). AID 743247;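 active = mean inhibition across replicates of 30% or more, regardless of how many single replicates reach that level; inconclusive = mean under 30% yet at least half of replicates reach 30%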;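 also: positive control wells lacked labelled fibronectin entirely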
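Assay system: AH1F fibroblasts assembling fluorescent fibronectin matrix; Amount: 10000 AH1F cells per well; Buffer or medium: DMEM, 2% serum; Probe or stimulus: Alexa488-fibronectin, 24 nM final in well; Doses: single compound dose, delivered by pin transfer; Incubation: 1 h adhesion, overnight exposure; Measured by: fluorescence 485/525 nm; Read-out: fibronectin deposition inhibition.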
LGR2 antag – inhibitors of bursicon-induced Drosophila LGR2 receptor cAMP signaling; inhibition, % at 9.99 µM; actives 0.35% (n = 380,000); AID 720647; HEK293 LGR2, CRE-luciferase, bursicon-stimulated, 4 h;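 active = drop in luminescence signal, shown as inhibition above about 50% in the replicate tests, limit read from the data, passing the limit was not always enough; inconclusive = probably only some replicates passing the limit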;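 also: agonist challenge used bursicon conditioned medium at about half maximal strength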
S100A4 MyoIIA – S100A4-myosin IIA interaction inhibition; P26447; S100A4/TAMRA-MyoIIA peptide fluorescence polarization; inhibition, % at 10.7 µM; actives 0.14% (n = 360,000); AID 652163;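 active = mean inhibition of at least 70% across replicates, with every replicate also reaching that level; inconclusive = mean inhibition reaches 70% but some replicates fall short; inactive = mean inhibition below 70%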
Target sequence (P26447 whole entry, looked up): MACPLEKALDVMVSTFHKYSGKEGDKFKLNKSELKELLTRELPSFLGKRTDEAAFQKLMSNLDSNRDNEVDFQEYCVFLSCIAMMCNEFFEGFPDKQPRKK
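assay system = human S100A4 monomer with TAMRA-labelled myosin IIA peptide | also added = labelled myosin peptide probe, 5 nM | incubation = 5 min between mix addition and reading | control set = DMSO and TFP controls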
C2C12 statin – protects C2C12 myotubes from simvastatin toxicity; ATP luminescence, 48 h; scaled: DMSO 0, geranylgeraniol control 100; rescue of ATP level, % at 7.49 µM; actives 0.78% (n = 330,000);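 active = mean ATP rescue above about 67%, or every replicate alone reaching that limit, limit read from the data, passing the limit was not always enough; inconclusive = no clear call, values can overlap the other calls; inactive = mean under the limit and some replicate under it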;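 also: myotubes were challenged with 10 µM simvastatin during compound exposure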
esBAF inh – inhibitors of esBAF chromatin remodeling in mouse ES cells. reporter increase, % at 12.5 µM. AID 602393. actives 2% (n = 350,000). Bmi1-luciferase knock-in reporter, 24 h; 100% = twice the neutral-well signal; in the data active = activation above about 40%; inconclusive = no clear call, values can overlap the other calls;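 also: 0% = median of the plate's neutral control wells and 100% = double that signal; a rise in the Bmi1 reporter signal indicates esBAF inhibition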
Starred values were filed as active, the others as inactive; ? = inconclusive; . = no result given; & = joins results of further samples.

SMILES | SIRT5 block | CASP6 VEID inh | FN deposit inh | LGR2 antag | S100A4 MyoIIA | C2C12 statin | esBAF inh
COCCN1C(=NCCCOC(C)C)N[C@@H](c2ccccc2)C(C(=O)OC)=C1C | . | . | -1 | 13 | -3 | -4 | 7
Oc1ccc2ccccc2c1C=NCc1ccccc1 | -1 | 3 | 1 | 19 | -4 | . | .
CCN(Cc1ccccc1)S(=O)(=O)c1cc2[nH]c(=O)c(=O)[nH]c2cc1C | . | 3 | 26 | 5 | -3 | -6 | -24
CC(C)NC(=O)Nc1cccc2c1O[C@H](CN(C)Cc1ccc(Cl)c(Cl)c1)[C@@H](C)CN([C@@H](C)CO)C2=O | -7 | 9 | . | -4 | -1 | 27 | -2
CC(NC(=O)CSc1nnc(-c2cccnc2)n1N)c1ccccc1 (configuration not stated) | -5 | 6 | -12 | -14 | -2 | . | .
O=C(COc1cc(O)c2c(=O)cc(-c3ccccc3)oc2c1)c1ccc(F)cc1 | -4 | 3 | . | -3 | 0 | -17 | 11
COc1cccc(NC(=O)CCN2C(=O)c3ccccc3S2(=O)=O)c1 | -1 | 1 | . | 1 | -14 | 11 | -5
CC1(CNC(=O)C(=O)NCC2(C)CO2)CO1 (configuration not stated) | . | -8 | -2 | 21 | 11 | 7 | -16
CC1(C)CN2C(=S)N(c3ccccc3)C(c3ccccc3)N2C1 (configuration not stated) | . | . | -3 | . | . | 9 | ?
CCN1CCN(c2cc3c(cc2F)c(=O)c(S(=O)(=O)c2ccccc2)cn3C)CC1 | -3 | 0 | 4 | 5 | -8 | 9 | 7
COCCCNC1=C(C#N)C(=O)NC2(CCCC2)S1 | -3 | . | 9 | -4 | 7 | . | .
CCN(C1CCS(=O)(=O)C1)S(=O)(=O)c1ccc(OC)c(OC)c1 (configuration not stated) | -9 | -8 | 0 | 9 | 11 | . | .
CN1[C@@H]2Cn3c(ccc(-c4cccc(F)c4)c3=O)[C@H]1[C@@H](C(=O)N1CCCCC1)[C@@H]2CO | -9 | 0 | . | -4 | -3 | -18 | 3
CO[C@@H]1CN(C)C(=O)c2cc(NC(=O)CC(F)(F)F)ccc2OC[C@H](C)NC[C@@H]1C | 1 | -2 | -23 | 7 | -13 | . | .
COc1ccc(N2C(=O)CC(SCc3ccc(Cl)cc3)C2=O)cc1 (configuration not stated) | -3 | 1 | -7 | . | -3 | . | .
COCC(=O)N(C)C[C@H]1Oc2ncc(C#Cc3ccncc3)cc2C(=O)N([C@@H](C)CO)C[C@H]1C | 4 | 1 | . | 2 | -6 | . | -3
O=C(CCCN1C(=O)c2ccccc2C1=O)Nc1ccc2c(c1)OCCO2 | -2 | 3 | -4 | -42 | -7 | . | .
O=C(c1ccc([N+](=O)[O-])cc1)N1CCN(C(=O)c2ccco2)CC1 | . | 0 | 2 | 9 | 9 | . | .
Cc1nnc(NC(=O)CCC(=O)N2CCN(CCOc3cccc4ccccc34)CC2)s1 | -1 | -2 | -4 | 8 | 4 | 6 | -3
COc1ccc(S(=O)(=O)Nc2ccc3c(c2)C(=O)N([C@H](C)CO)C[C@H](C)[C@H](CN(C)C(=O)Nc2ccc4c(c2)OCO4)OCCCC[C@H](C)O3)cc1 | 17* | -1 | 1 | 10 | -3 | . | 5
COCCOC(=O)c1[nH]c2c(c1C)C(=O)C(C(=O)OC)C(C)C2 (configuration not stated) | -2 | -1 | 2 | -38 | -1 | -9 | 31
O=C(COc1ccc2c(-c3ccccc3)cc(=O)oc2c1)NCc1ccccn1 | . | -1 | . | -20 | -14 | -3 | 26
S=c1[nH]c2cc(Cl)c3cccnc3c2o1 | 1 | 51* | -4 | . | -4 | -4 | 0
C[C@H]1COC(=O)[C@@H](Cc2ccc(F)cc2)C/C=C\C[C@@H](CC(=O)N[C@@H](CO)Cc2ccccc2)C(=O)N1 | 2 | -6 | -20 | -4 | -2 | -23 | -2
O=C(C[C@@H]1CC[C@@H]2[C@H](COC[C@@H](O)CN2C(=O)Nc2cccc(Cl)c2)O1)NCCCN1CCOCC1 | -1 | 3 | 2 | -15 | 1 | -26 | 8

4 entries picked at random from the list so far:
SMILES | SIRT5 block | CASP6 VEID inh | FN deposit inh | LGR2 antag | S100A4 MyoIIA | C2C12 statin | esBAF inh
CN1[C@@H]2Cn3c(ccc(-c4cccc(F)c4)c3=O)[C@H]1[C@@H](C(=O)N1CCCCC1)[C@@H]2CO | -9 | 0 | . | -4 | -3 | -18 | 3
Cc1nnc(NC(=O)CCC(=O)N2CCN(CCOc3cccc4ccccc34)CC2)s1 | -1 | -2 | -4 | 8 | 4 | 6 | -3
COc1ccc(S(=O)(=O)Nc2ccc3c(c2)C(=O)N([C@H](C)CO)C[C@H](C)[C@H](CN(C)C(=O)Nc2ccc4c(c2)OCO4)OCCCC[C@H](C)O3)cc1 | 17* | -1 | 1 | 10 | -3 | . | 5
CC1(CNC(=O)C(=O)NCC2(C)CO2)CO1 (configuration not stated) | . | -8 | -2 | 21 | 11 | 7 | -16

(listing goes on)
SMILES | SIRT5 block | CASP6 VEID inh | FN deposit inh | LGR2 antag | S100A4 MyoIIA | C2C12 statin | esBAF inh
Cc1ccc(S(=O)(=O)NC(=O)Nc2c(C)cccc2C)cc1 | -8 | 1 | -1 | 7 | -1 | 11 | -10
C[C@@H]1CN([C@H](C)CO)C(=O)c2cccc(NC(=O)Nc3ccc(F)cc3)c2O[C@@H]1CN(C)C(=O)Nc1ccc(C(F)(F)F)cc1 | -1 | -1 | -1 | 9 | 2 | -64 | 1
CCOc1ccccc1NC(=O)CCCCCN1C(=O)[C@@H]2Cc3ccccc3CN2C1=O | -1 | 1 | -3 | 9 | 0 | -8 | -4
COc1cc(C(=O)Nc2ccccc2C(=O)NCc2cccnc2)cc(OC)c1OC | -4 | -2 | -2 | -4 | 1 | 11 | -3
CCc1cccc(N=c2c([N+](=O)[O-])nn(-c3ccc(Cl)cc3)n2O)c1 | -1 | 2 | . | 1 | -11 | . | .
C=CCn1c(O)c(N=NC(=S)Nc2ccccc2F)c2cc(S(=O)(=O)N3CCOCC3)ccc21 | -1 | 8 | -8 | -6 | -5 | 11 | -7
N=c1oc2ccccc2cc1C(=O)Nc1ccccc1 | -1 | 0 | 2 | 19 | -1 | 19 | -5
C[C@@H]1CN([C@H](C)CO)C(=O)Cc2cc(NC(=O)Nc3ccc(C(F)(F)F)cc3)ccc2O[C@@H]1CN(C)Cc1ccc2c(c1)OCO2 | 12 | -2 | . | 5 | 8 | -94 | 2
Cc1ccc(S(=O)(=O)N(C)C[C@H]2OCCCC[C@H](C)Oc3ccc(NC(=O)NC4CCCCC4)cc3C(=O)N([C@H](C)CO)C[C@H]2C)cc1 | 2 | 1 | 4 | -4 | 3 | . | -2
Nc1nnc(SCC(=O)OCC(=O)c2ccccc2Br)s1 | 1 | -4 | 7 | -32 | -8 | . | .
COCc1cn(CC[C@H]2CC[C@H](NC(=O)c3ccc(F)cc3)[C@@H](CO)O2)nn1 | 1 | 2 | 2 | -29 | 0 | 7 | -4
Cc1ccc(C(=O)Nc2ccc(N3CCN(C)CC3)nc2)cc1 | 0 | -4 | 5 | 10 | 4 | 2 | 7
O=C(Nc1cc(S(=O)(=O)N2CCOCC2)ccc1O)c1ccc(NS(=O)(=O)c2ccc(Cl)s2)cc1 | 4 | 1 | 2 | -2 | 3 | . | .
O=C1CCCc2ccc3ccccc3c21 | 0 | -1 | -1 | -4 | -7 | 7 | -9
CCCNC(=O)Nc1ccc2c(c1)C(=O)N(C)[C@@H]1CC[C@@H](CC(=O)O)O[C@H]1CO2 | . | . | -9 | 5 | . | 4 | 1
O=C1CN(C(=O)OCc2ccccc2)c2ccccc2N1 | . | . | -14 | . | . | -5 | 50*
Oc1cc2c(cc1O)CN(C(=S)NCCc1ccc(Cl)cc1)CCC2 | 2 | 7 | -6 | -70 | -1 | -2 | 3
C[C@@H]1CN([C@H](C)CO)C(=O)c2cc(NS(=O)(=O)c3ccc(F)cc3)ccc2O[C@@H](C)CCCCO[C@H]1CN(C)S(=O)(=O)c1ccccc1 | . | -6 | -2 | 2 | 9 | . | .
O=C(Cc1coc2ccc3ccccc3c12)NCc1ccccc1 | -2 | 2 | . | -1 | 0 | -10 | 8
CCCOC(=O)Nc1ccc(N2CCCCC2)cc1 | . | . | -10 | . | . | -8 | 4
CC(=O)Nc1ccc(SCC(=O)NNC(=O)CN(C)S(=O)(=O)c2ccc(C)cc2)cc1 | -3 | -4 | 7 | 9 | 0 | -1 | -2
O=C(Nc1c2c(nn1-c1ccc(Cl)cc1)CS(=O)(=O)C2)c1ccccc1 | -1 | -1 | -7 | 7 | -4 | 5 | -7
CCCCCCCCNCCS(=O)(=O)NCCCCCCCC | -2 | -3 | 1 | -11 | -4 | -21 | -8
COc1cccc(NC(=S)NNC(=O)Cn2nc(C(F)(F)F)cc2C)c1 | 4 | 0 | 1 | -1 | 1 | 6 | -2
O=C(CN1C(=O)NC(c2ccccc2)(c2ccccc2)C1=O)N1CCN(c2ccc(F)cc2)CC1 | -2 | -2 | 1 | 37 | 0 | 19 | 4

New compounds follow.
SMILES | SIRT5 block | CASP6 VEID inh | FN deposit inh | LGR2 antag | S100A4 MyoIIA | C2C12 statin | esBAF inh
Cc1nn(S(=O)(=O)c2ccc(C(C)(C)C)cc2)c(C)c1S(=O)(=O)N1CCOCC1 | -3 | 6 | -2 | 17 | 3 | 8 | 1
COCCNS(=O)(=O)c1ccc2c(c1)n(C)c(=O)n2C | 1 | 3 | . | 9 | 0 | 4 | -6
CN(CC(=O)Nc1ccccc1Cl)C(=O)CSc1nc2ccccc2s1 | -2 | 0 | 3 | 14 | -2 | 3 | -5
C[C@@H]1CN([C@@H](C)CO)C(=O)c2cc(NC(=O)Nc3ccccc3)ccc2O[C@H]1CN(C)Cc1ccncc1 | 1 | 1 | . | -30 | 1 | -17 | -4
On1nnc2c3ccccc3c3ccccc3c21 | 0 | 1 | 11 | 31 | 1 | . | .
Cc1ccc(S(=O)(=O)N(C)C)cc1NC(=O)c1cc(-c2ccncc2)nc2ccccc12 | -3 | 3 | -4 | 1 | -18 | -13 | -4
COc1ccc(NC(=O)C(c2ccnc3ccccc23)n2c(=O)c(-c3ccccc3)nc3ccccc32)cc1 (configuration not stated) | . | 4 | 1 | 1 | 0 | . | .
C[C@@H](CN1C2=NC[C@H](C)N2C[C@H]1Cc1ccc(O)cc1)NC(=O)CCC1CCCCC1 | . | -10 | -11 | -14 | -2 | -1 | 2
CN(Cc1c(F)cccc1Cl)C(=O)C1CC(=O)N(CCc2ccccc2)C1 (configuration not stated) | -1 | 1 | . | -27 | -2 | . | .
CN(CC(=O)NCc1ccco1)S(=O)(=O)c1ccc2c(c1)n(C)c(=O)c(=O)n2C | . | . | -4 | . | . | -15 | 1
CSc1ccc(C#N)cc1NC(=O)c1ccccc1C | -3 | 2 | 22 | 1 | -2 | -9 | -5
C[C@H](CO)N1C[C@H](C)[C@H](CN(C)S(=O)(=O)c2cn(C)cn2)Oc2ncc(C#CCN(C)C)cc2C1=O | -1&-2 | -1&0 | . | -9 | 18&-53 | 1&-10 | 0&-5
C[C@@H]1CN([C@@H](C)CO)C(=O)c2cccc(NC(=O)c3ccncc3)c2O[C@H]1CN(C)Cc1ccccc1 | 23* | . | . | -1 | -11 | -8 | -2
Cc1ccc(NC(=O)COc2ccc(N3CC(C(N)=O)CC3=O)cc2)c(C)c1 (configuration not stated) | -1 | 3 | 2 | -5 | -2 | -42 | 0
S=c1[nH]nc(-c2ccccn2)n1/N=C/c1ccccc1 | -5 | 1 | -1 | -2 | 14 | . | .
CC1C=NC(S(=O)(=O)N2CC[C@@H]3[C@H](CO)N(C)c4ccc(C5=CCCCC5)cc4[C@@H]32)=N1 (some centres not stated) | 3 | 1 | -13 | 1 | 5 | -13 | -2
COc1ccc(CNC(=O)c2cnc3scc(C)n3c2=O)cc1 | 0 | 1 | 5 | -5 | -1 | 16 | -2

Bioassay records as filed in PubChem.

The list is partial. The share of hits here may be higher or lower than overall.
